Growth percent in the NCI-60 one-dose screen (48 h, 10 µM unless noted): 100 = growth as untreated, 0 = no growth, -100 = all killed.
KM12 = KM12 colon cancer cells. hit rate 5% among 82,000
SNB-75 = SNB-75 CNS cancer. hit rate 5% among 79,000
SNB-19 = SNB-19 CNS cancer cells; hit rate 2.5% among 81,000
HCC-2998 = HCC-2998 colon cancer; AID 1794799; hit rate 4.7% among 79,000
HCT-15 = HCT-15 colon cancer | hit rate 5.2% among 82,000
HT29 = HT29 colon cancer. hit rate 7.4% among 81,000
SW-620 = SW-620 colon cancer. AID 1794795. hit rate 5.2% among 82,000
COLO 205 = COLO 205 colon cancer. hit rate 7.3% among 79,000. AID 1794742
HCT-116 = HCT-116 colon cancer; hit rate 7.3% among 82,000
* = called active by the depositor; nt = not tested or not shown; & = joins results of further samples. Rule for the calls: active = growth percent below 10; inactive = the rest.

SMILES | KM12 | SNB-75 | SNB-19 | HCC-2998 | HCT-15 | HT29 | SW-620 | COLO 205 | HCT-116
CCOC(=O)c1[nH]cc(-c2ccc(OC)cc2)c1-c1ccc(O)cc1 | 85 | 73 | 100 | 98 | 45 | 51 | 98 | 104 | 81
COc1ccc(C2CC(c3cnccn3)=NN2)cc1OC (centres undefined) | 109 | 118 | 103 | 99 | 107 | 85 | 109 | nt | 86
C=CCn1cc(/C=N\N=C2\C(=O)Nc3ccccc32)c2ccccc21 | 102 | 83 | 98 | 105 | 86 | 90 | 103 | 70 | 77
COc1ccc(/C=N/NC(=O)Cn2c(Cc3cccc4ccccc34)nc3ccccc32)cc1 | 98 | 102 | 92 | 107 | 96 | 108 | 109 | 106 | 100
c1coc(-c2cnc3ccccc3n2)c1 | 114 | 87 | 109 | 107 | 111 | 108 | 108 | 107 | 113
CC(C)(O)C1c2ccccc2-c2ccccc21 | 100 | 87 | 114 | 94 | 97 | 100 | 105 | 116 | 101
O=C(Oc1ccccc1Cl)c1ccc(Cl)cc1Cl | 87 | 92 | 100 | 102 | 103 | 105 | 99 | 104 | 95
COc1ccc(-c2nc(SCCC(C)C)nc(Cl)c2C#N)cc1 | 100 | 87 | 103 | 111 | 104 | 113 | 106 | 110 | 109
Cc1ccsc1-c1ccc2c(c1)COC2(CCCN(C)C)c1ccc(F)cc1 (centres undefined) | 43 | 35 | 68 | -48* | 29 | 17 | 54 | -44* | 23
CCOc1ccc(NC(=O)C2=C(C)NC(C)=C(C(=O)Nc3ccc(OCC)cc3)C2c2cccc([N+](=O)[O-])c2)cc1 | 80 | 72 | nt | 95 | 81 | 80 | 91 | 103 | 52
CCOC(=O)[C@@H]1CSC(C)=C(C(=O)O)N1 | 106 | 100 | 93 | 91 | 94 | 99 | 94 | 97 | 93
COc1ccc(-n2cnc(=S)[nH]c2=S)cc1 | 108 | 96 | 107 | nt | 101 | 102 | 106 | 105 | 103
COc1cccc(-c2cc(-c3ccc(OC)c(S(N)(=O)=O)c3)[nH]c(=O)c2C#N)c1 | 105 | 86 | 100 | 108 | 102 | 114 | nt | 105 | 103
CCN(CC)CCOc1cc(C)ccc1C(C)C | 107&98 | 86&80 | 117&105 | 104&104 | 95&102 | 104&99 | 99&97 | 111&105 | 97&92
O=c1c2cccc3c(-c4ccc5c(c4)ncn5C4CCCCC4)ccc(c32)c2nc3ccccc3n12 | 75 | 59 | 91 | 93 | 75 | 59 | 86 | 86 | 72
O=C(c1ccc(Cl)cc1)C1[C@H](c2ccc(Br)cc2)[C@@H](c2ccccc2)NC12C(=O)Nc1ccc(Cl)cc12 (some centres undefined) | -27* | -4.9* | -8.7* | -95* | -88* | -49* | -76* | -88* | 5.1*
CC(=O)CC(=O)N(Cc1cccnc1)Cc1cccnc1 | 114 | 87 | 109 | 116 | 127 | 103 | 90 | 105 | 106
COc1cc(/C=C\C(=O)O)ccc1OCc1ccccc1 | 104 | 103 | 99 | 104 | 107 | 105 | 105 | 108 | 95
COc1ccc(NC(=O)NNC2=NC(c3ccc(Cl)cc3)C(C(C)=O)=C(C)N2)cc1 (centres undefined) | 100 | 100 | 101 | 105 | 102 | 113 | 107 | 117 | 94
CCOC(=O)N1CCN(CC(=O)Nc2nc(-c3cc4ccccc4oc3=O)cs2)CC1 | 98 | 77 | 91 | 109 | 107 | 98 | 100 | 107 | 87

In another format: results already given
molecule,KM12,SNB-75,SNB-19,HCC-2998,HCT-15,HT29,SW-620,COLO 205,HCT-116
CCOC(=O)c1[nH]cc(-c2ccc(OC)cc2)c1-c1ccc(O)cc1,85,73,100,98,45,51,98,104,81
COc1ccc(C2CC(c3cnccn3)=NN2)cc1OC (centres undefined),109,118,103,99,107,85,109,nt,86
C=CCn1cc(/C=N\N=C2\C(=O)Nc3ccccc32)c2ccccc21,102,83,98,105,86,90,103,70,77
COc1ccc(/C=N/NC(=O)Cn2c(Cc3cccc4ccccc34)nc3ccccc32)cc1,98,102,92,107,96,108,109,106,100
c1coc(-c2cnc3ccccc3n2)c1,114,87,109,107,111,108,108,107,113
CC(C)(O)C1c2ccccc2-c2ccccc21,100,87,114,94,97,100,105,116,101
O=C(Oc1ccccc1Cl)c1ccc(Cl)cc1Cl,87,92,100,102,103,105,99,104,95
COc1ccc(-c2nc(SCCC(C)C)nc(Cl)c2C#N)cc1,100,87,103,111,104,113,106,110,109
Cc1ccsc1-c1ccc2c(c1)COC2(CCCN(C)C)c1ccc(F)cc1 (centres undefined),43,35,68,-48*,29,17,54,-44*,23
CCOc1ccc(NC(=O)C2=C(C)NC(C)=C(C(=O)Nc3ccc(OCC)cc3)C2c2cccc([N+](=O)[O-])c2)cc1,80,72,nt,95,81,80,91,103,52

New compounds follow:
SMILES | KM12 | SNB-75 | SNB-19 | HCC-2998 | HCT-15 | HT29 | SW-620 | COLO 205 | HCT-116
COc1ccc(-c2c3c(nc4ncnc(N)c24)C(C)CCC3)cc1 (centres undefined) | 127 | 80 | 91 | 109 | 80 | 97 | 107 | 134 | 86
[Cl-].[Rh+3].c1ccc(-c2ccnc3c2ccc2c(-c4ccccc4)ccnc23)cc1.c1ccc(-c2ccnc3c2ccc2c(-c4ccccc4)ccnc23)cc1.c1ccc(-c2ccnc3c2ccc2c(-c4ccccc4)ccnc23)cc1 | 59 | 102 | 57 | nt | 106 | 99 | 99 | 65 | 87
N#Cc1ccc2ccccc2c1 | 99 | 91 | 103 | 105 | 105 | 98 | 96 | 106 | 98
O=c1c2ccccc2[nH]c(=S)n1-c1ccc(S(=O)(=O)Nc2ccc(Cl)nn2)cc1 | 104 | 103 | 97 | 106 | 100 | 103 | 103 | 115 | 102
NNC(=O)CN1CCN(c2cc3c(cc2F)c(=O)c(C(=O)O)cn3C2CC2)CC1 | 94 | 95 | 105 | 107 | 98 | 97 | 99 | 108 | 99
Cc1ccc(OCC(=O)O)c(O)c1 (tested in a mixture with another compound) | 106 | 85 | 106 | 117 | 112 | 105 | 108 | 96 | 105
Nc1cc2ccc(S(=O)(=O)O)cc2cc1S(=O)(=O)O | 94&103 | 93&123 | 103&103 | 95&116 | 100&104 | 114&117 | 101&98 | 104&94 | 97&111
CC(=O)Oc1c(C2=NN(C(C)=O)C(c3ccc(F)cc3)O2)sc2nnc(-c3ccccc3)c(-c3ccccc3)c12 (centres undefined) | 108 | 76 | 89 | 120 | 78 | 88 | 83 | 108 | 77
CCCC1(C)COC(=O)OC1 | 103 | 102 | 112 | 103 | 103 | 103 | 101 | 110 | 110
CCc1cccc2c3c(sc12)C(c1ccc(Cl)cc1)c1c(nc(-c2ccc(OC)cc2)[nH]c1=O)O3 (centres undefined) | 53 | 43 | 80 | 99 | 48 | 93 | 76 | 107 | 57
C#CCOc1cc(N(CC)CC)ccc1C(C(=O)NC(C)(C)C)N(C(=O)C1CCc2cc(F)ccc2O1)c1ccc(F)c(Cl)c1 (centres undefined) | 58 | 59 | 61 | 92 | 51 | 79 | 74 | 63 | 38
COc1cc(N)c2nccc(C)c2c1OC | 101 | 103 | 109 | 149 | 115 | 111 | 94 | 116 | 102
Cc1nc(-c2cc3ccccc3oc2=O)ccc1C(=O)/C=C/c1cccc2ccccc12 | 103 | 96 | 101 | 109 | 107 | 110 | 101 | 120 | 105
O=c1cc(-c2nc(-c3ccccc3)c(-c3ccccc3)n2-c2ccccc2)c2ccc3ccccc3c2o1 | 99 | 83 | 94 | 98 | 90 | 95 | 99 | 106 | 86
COc1cc(C(=O)/C=C/c2c(-c3cccs3)nc3sccn23)cc(OC)c1OC | -27* | -28* | 14 | -12* | -37* | -14* | 8.7* | -50* | -14*
CC(=O)O[C@H](C)[C@H]1O[C@H]2CC(=O)O[C@H]2[C@@H]1O | 100 | 86 | 106 | 98 | 102 | 96 | 105 | 109 | 100
COC1O[C@@H]2O[C@]3(C)CC[C@H]4[C@H](C)CC[C@@H]([C@H]1C)[C@@]24OO3 (some centres undefined) | 101 | 82 | 99 | 105 | 83 | 96 | 108 | 111 | 91
O=CNc1ccc(-n2cnc3cc(-c4ccc(O)cc4)ccc32)cc1 | 32 | 59 | 89 | 102 | 74 | 111 | 101 | 136 | 86
COc1ccc(CCNC(=S)NCCc2ccc(OC)c(OC)c2)cc1OC | 91 | 127 | 105 | 102 | 104 | 109 | 100 | 113 | 96
N#Cc1c(N)nc2c(c(N)nn2-c2ccccc2)c1-c1ccc(O)cc1 | 100 | 93 | 100 | 110 | 108 | 112 | 104 | 125 | 106
COc1ccc(-c2cnn(CC(O)CN3CCN(Cc4ccccc4)CC3)c2)cc1OC1CCCC1 (centres undefined) | 103 | 89 | 93 | 105 | 102 | 103 | 103 | nt | 98
O=C(C1CCN(CCc2ccccc2)CC1)N1CCOCC1 | 111 | 101 | 105 | nt | 105 | 104 | 104 | 107 | 105
COC(=O)/C(C#N)=C1/CCC(C(=O)NCc2ccc(Cl)cc2Cl)N1 (centres undefined) | 107 | 90 | 100 | 100 | 107 | 98 | 108 | 113 | 97
CCOC(=O)c1[nH]c(C)c(C(=O)OCc2ccccc2C#N)c1C | 43 | 0.2* | 97 | 64 | 61 | 35 | 41 | 90 | 41
Oc1c(CN2CCCCC2)ccc2cccnc12 | 33&44 | 86&82 | 74&66 | 60&96 | 30&34 | 29&67 | 45&44 | 80&67 | 15&10
CSC1=Nc2c(c(C)c(-c3ccccc3)n2CCCN2CCCCC2)C2=NC(=O)C[C@H](C)N12 | 2.4* | 50 | 20 | 61 | 81 | 21 | 62 | -87* | 43
Cc1c[n+]([O-])ccc1[N+](=O)[O-] | 95&108 | 103&88 | 96&106 | 104&110 | 97&97 | 112&124 | 96&102 | 93&123 | 103&111
O=C1NC(=O)C(=O)NC1=O | 109 | 80 | 107 | 107 | 105 | 103 | 103 | 104 | 111
C/C(=N\O)c1ccc(NC(=O)CN2CCN(c3cc4c(cc3F)c(=O)c(C(=O)O)cn4C3CC3)CC2)cc1 | 101 | 99 | 99 | 103 | 100 | 105 | 95 | 103 | 95
O=C(/C=C/c1ccc(F)c(F)c1)Nc1ccc(C=C2c3ccccc3C(=O)c3ccccc32)cc1 | 45 | 56 | 77 | 89 | 56 | 64 | 75 | 95 | 42
CCCCNC(=O)c1[nH]cc(-c2ccc(OC)cc2)c1-c1cc(OC)cc(OC)c1 | 82 | 78 | 83 | 101 | 50 | 81 | 95 | 106 | 63
COc1ccc(C(=O)c2cc(OC)c(C)c(OC)c2)cc1OC(=O)CCl | 19 | 38 | 28 | 25 | 12 | 56 | 24 | 81 | 10
Cc1ccc(C(=O)NCc2ccccc2)cc1 | 100 | 95 | 107 | 107 | 110 | 77 | 111 | 107 | 84
Nc1nc(-c2cc(-c3ccco3)nc(N)n2)cc(-c2ccco2)n1 | 102 | 90 | nt | 119 | 111 | 116 | 100 | 117 | 106
CC12CCC(C(=O)C1=O)C2(C)C (centres undefined) | 106 | 88 | 100 | nt | 101 | 113 | 107 | 109 | 102
COc1cc(-c2nn(Cc3ccccc3)c3c2-c2oncc2CC3)cc(OC)c1OC | 63 | 99 | 102 | 80 | 65 | 78 | 99 | 126 | 95
CSc1ccc(/C(=N/N=C(N)N)c2ccc(F)cc2)cc1 | 9.6* | 44 | 26 | -14* | 6.6* | 4.2* | 22 | -42* | 6.3*
O=[N+]([O-])c1ccc(-c2ccc([N+](=O)[O-])cc2)cc1 | 104 | 105 | 106 | 102 | 112 | 95 | 102 | 104 | 97
COC1C(C(=O)O)OC(n2c3c(Cl)cccc3c3c4c(c5c6cccc(Cl)c6[nH]c5c32)C(=O)NC4=O)C(O)C1O (centres undefined) | 108 | 98 | 99 | 104 | 117 | 97 | 99 | 101 | 100
CCCN1/C(=C(\C#N)C(=O)OCC)Sc2c1nc(C)[nH]c2=O | 110 | 85 | 104 | 93 | 99 | 104 | 106 | 121 | 104
CCOc1ccc(C2N(C)c3ccccc3N2C)cc1 | 61 | 75 | 95 | 84 | 74 | 67 | 91 | 85 | 82
CCN(CC)c1ccc2cc(C(Nc3cc(OC)ccc3OC)c3nnnn3C(C)(C)C)c(=O)oc2c1 (centres undefined) | 107 | 69 | 83 | 101 | 96 | 95 | 104 | 115 | 96
Cn1cnc([N+](=O)[O-])c1S(=O)(=O)Oc1ccccc1 | 100 | 103 | 102 | 101 | 55 | 89 | 56 | -17* | 68
CSCCC(C(=O)O)N1C(=O)/C(=C/c2ccc(O)c(O)c2)SC1=S (centres undefined) | 103 | 94 | 98 | 108 | 100 | 105 | 102 | 123 | 99
CSc1nn2c(-c3sc4nc5ccccc5n4c3C)ccnc2c1C#N | 105 | 86 | 99 | 105 | 102 | 103 | 104 | 110 | 101
CCCCOC(=O)c1ccc(O)cc1 | 95&103&87 | 90&96&70 | 112&96 | 101&115&98 | 102&100&76 | 101&119&102 | 111&101&106 | 104&111 | 98&108&98
CCOC(=O)C1=C(C)N=C2SC=C(c3ccc(Cl)cc3)N2[C@H]1c1cn[nH]c1-c1ccc(F)cc1 | 90 | 77 | 81 | 99 | 92 | 85 | 87 | 87 | 69
CCCCCCCCCCCCCCCC(=O)N1CCOCC1 | 98 | 122 | 103 | 73 | 96 | 89 | 98 | 111 | 83
CN(C)CCC(=O)c1ccc2ccccc2c1 | 102 | 95 | 114 | 114 | 107 | 101 | 67 | 65 | 96
CSc1nc2c(c(=O)n1C)NC1=C(C(=O)c3ccccc31)C1(C=C(O)c3ccccc31)N2 (centres undefined) | 100 | 88 | 112 | 125 | 104 | 109 | 97 | 110 | 97

High-throughput results (PubChem BioAssay)
